# Compound activity: PubChem BioAssay, National Center for Advancing Translational Sciences (NCATS)
# Vif-A3G inh: inhibitors of Vif-APOBEC3G interaction. Potency, µM (series often up to 46.1 µM), without a hit: at the top dose activity, negative = active, hits mostly inhibitors. HeLa A3G-eYFP + Vif (tagged APOBEC3G with the HIV-1 protein that degrades it), YFP fluorescence, overnight. Q9HC16. hit rate 0.076% among 410,000. AID 602310;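 further: potency means the concentration at half of the fitted maximal effect; on the % scale 0 is the no-effect control and ±100 the full control effect; nearly all actives have a fitted effect of over 60% in size; hits raise eYFP signal because A3G escapes Vif-driven loss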
# Target sequence (Q9HC16 whole entry, looked up): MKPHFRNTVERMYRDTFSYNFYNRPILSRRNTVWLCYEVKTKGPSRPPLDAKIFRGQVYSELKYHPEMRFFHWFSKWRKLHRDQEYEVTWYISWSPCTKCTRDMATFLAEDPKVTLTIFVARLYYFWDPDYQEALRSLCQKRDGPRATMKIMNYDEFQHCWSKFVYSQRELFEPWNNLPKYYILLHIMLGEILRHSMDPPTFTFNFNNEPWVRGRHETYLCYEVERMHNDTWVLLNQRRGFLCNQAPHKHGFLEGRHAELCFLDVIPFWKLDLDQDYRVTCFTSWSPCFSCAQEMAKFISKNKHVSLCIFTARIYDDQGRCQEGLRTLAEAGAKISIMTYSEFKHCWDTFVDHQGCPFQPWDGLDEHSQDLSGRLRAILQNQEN
#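 HeLa cells stably expressing Vif and C-terminally eYFP-tagged A3G, seeded overnight at 37 deg C, then exposed to compound by pintool overnight at 37 deg C. Rise in yellow fluorescence (Ex 488/Em 500-530, Acumen) marks blocked Vif-driven A3G degradation.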
# D2 ag: D2 dopamine receptor (human) agonism. P14416. HEK293 T-REx D2 cells, calcium flux agonist mode. activation, % at 2 µM. hit rate 0.53% among 340,000. AID 485358;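 active means activation over 3 SD above normal in the single-dose calcium agonist read, cut at about 30% in these data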; further: 0% is about no effect
#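 Agonism scored from kinetic calcium signal (1 read/sec, 180 s) following compound pin transfer, after a 10 s baseline. Cells: HEK293 Trex line expressing inducible D2 receptor coupled to calcium, dye-loaded after overnight culture at 30 C.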
# LDHA inh: inhibitors of human lactate dehydrogenase A; P00338; purified LDHA, NADH/diaphorase-resazurin fluorescence; active compounds read low; activity change, % (values are at about 110 or 230 µM); hit rate 0.15% among 480,000; AID 1347041; in the data active means activity change below about -30%; inconclusive means mostly about -25% to -30%;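 further: plate controls were DMSO wells for no effect and wells without enzyme for full effect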
#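 Enzyme activity of human lactate dehydrogenase 5 (2 nM; 0.06 mM NADH, 0.2 mM pyruvate, 5 min, RT) is measured via a resazurin/diaphorase fluorescence readout of residual NADH.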
# ALOX12 inh: blocks human arachidonate 12S-lipoxygenase. P18054. purified 12hLO, xylenol orange hydroperoxide absorbance. Potency, µM (series often up to 108 µM), without a hit: at the top dose activity change, negative = inhibition, most hits filed as inhibitors. hit rate 1.1% among 580,000; further: potency means the concentration at half of the fitted maximal effect; on the % scale 0 is the no-effect control and ±100 the full control effect
#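 Hydroperoxide product was detected by ferrous iron/xylenol orange as the 573 to 405 nm absorbance ratio. Arachidonic acid at 40 uM (final) was turned over for 30 min at room temperature by 150 nM human 12hLO, pH 7.0 Hepes buffer, after 15 min compound preincubation.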
# RGS4 inh: inhibitors of human regulator of G protein signaling 4; P49798; Transcreener GDP fluorescence polarization, RGS4-accelerated GTP hydrolysis; Potency, µM (series often up to 114 µM), inactives show at the highest dose activity change, negative = inhibition, most hits filed as inhibitors; hit rate 0.039% among 390,000; AID 504845; further: potency means the concentration at half of the fitted maximal effect; on the % scale 0 is the no-effect control and ±100 the full control effect; nearly all actives have a fitted effect of over 75% in size; some results filed as inactive show a strong effect at the top dose
# Target sequence (P49798 whole entry, looked up): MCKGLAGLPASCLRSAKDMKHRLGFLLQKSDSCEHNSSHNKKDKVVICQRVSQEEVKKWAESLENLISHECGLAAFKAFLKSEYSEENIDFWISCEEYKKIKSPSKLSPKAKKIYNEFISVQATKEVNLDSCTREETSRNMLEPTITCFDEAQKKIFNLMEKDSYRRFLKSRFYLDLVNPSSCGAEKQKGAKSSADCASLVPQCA
#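 MLSMR compounds (23 nl, pin-transferred) preincubated 10 min at room temperature with a 500nM (2x) first reagent, then RGS4 at 900nM (2x) plus Transcreener GDP mix added; fluorescence polarization (620/688 nm) read before and after 90 min at 30 °C.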
# Vif-A3F inh: blocks the Vif interaction with APOBEC3F; hit rate 0.2% among 390,000; HeLa A3F-eYFP + Vif (tagged APOBEC3F with the HIV-1 protein that degrades it), YFP fluorescence increase; AID 602313; Potency, µM (doses to about 46.1 µM), inactives show at the top dose activity, negative = active; further: potency means the concentration at half of the fitted maximal effect; % of control where 0% means no effect; nearly all actives have a fitted effect of over 65% in size
#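 Fluorescence increase (Ex 488/Em 500-530) after overnight compound treatment at 37 deg C flags inhibition of Vif-driven A3F-eYFP loss in stable HeLa A3F-eYFP/Vif cells seeded overnight beforehand.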
# D2 antagonist: antagonizes the human D2 dopamine receptor; P14416; HEK293 TREx D2 cells, calcium flux, dopamine EC80; inhibition, % at 10 µM; hit rate 2% among 340,000; AID 485344; in the data active means inhibition above about 30%; further: 0% is about no effect
#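 Measurement of antagonist activity uses fluorescent calcium dye in inducible HEK293 T-REx D2 cells: 10 s baseline, compound addition with 180 s read, EC80 dopamine addition with a further 180 s read.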
# ERG-DNA inh: inhibitors of human ERG Ets domain-DNA interaction; AID 624246; P11308; Potency, µM (doses to about 76.9 µM), without a hit: top-dose FP activity, negative = inhibition, usual class: inhibitors; hit rate 0.028% among 370,000; fluorescence polarization, His-ERG Ets domain / labelled DNA; active means well fitted inhibition curve with a large enough effect in the polarisation, with a control signal flat; inconclusive means small, poorly fitted or top-dose-only effect, or effect the other way, or a change in a side signal; inactive means no such curve, though single readings can be large or run the other way; the % refers to the polarisation;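 further: polarization taken with two DNA probes labelled with fluorescein and Texas red; potency means the concentration at half of the fitted maximal effect; % of control where 0% means no effect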
# Target sequence (P11308 whole entry, looked up, the tested form may be a part): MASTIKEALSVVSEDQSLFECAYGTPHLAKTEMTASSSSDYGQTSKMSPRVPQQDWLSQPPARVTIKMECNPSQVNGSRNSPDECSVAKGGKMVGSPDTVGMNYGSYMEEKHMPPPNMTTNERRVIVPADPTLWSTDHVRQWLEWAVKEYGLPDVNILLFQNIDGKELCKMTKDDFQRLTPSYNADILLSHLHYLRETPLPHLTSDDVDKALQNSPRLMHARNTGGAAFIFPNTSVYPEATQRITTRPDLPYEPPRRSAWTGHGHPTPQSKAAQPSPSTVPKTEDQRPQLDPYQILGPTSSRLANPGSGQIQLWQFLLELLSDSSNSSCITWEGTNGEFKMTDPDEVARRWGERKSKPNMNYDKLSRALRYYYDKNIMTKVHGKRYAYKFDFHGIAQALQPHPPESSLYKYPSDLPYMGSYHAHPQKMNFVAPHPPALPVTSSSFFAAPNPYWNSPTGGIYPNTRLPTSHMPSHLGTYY
#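 His-tagged ERG Ets domain (1 uM in the protein solution; 300mM KCl, 50mM Tris-HCl, 1mM EDTA, 1mM DTT, pH 7.5) received compound, then a probe mix of 5 nM fluorescein-DNA and 100nM Texas-615-DNA. Fluorescence polarization was read for both dyes.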
# GRP78 ERSR act: ER stress response induction in glioma; U87-MG GRP78 promoter luciferase reporter, 16 h; Potency, µM, for the others: at the top dose activation, actives largely listed as activators; hit rate 0.02% among 420,000; AID 602332; further: potency means the concentration at half of the fitted maximal effect; series mostly up to about 76 µM; % of control where 0% means no effect; nearly all actives have a fitted effect of over 35% in size
#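 Stably transfected U87-MG glioma cells carrying a GRP78-based luciferase sensor; 16 h compound incubation. Luminescence end-point read 10 min after Bright-Glo addition at room temperature.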
# An asterisk follows results filed as active; ? = inconclusive; . = not tested or not shown; & = joins results of further samples; ! = not confirmed by another sample; [ ] = remark or other dose. Unless noted, the call rests on the fitted dose curve; in most records, active means well fitted curve in the direction sought with a large enough effect; inconclusive means small, poorly fitted or top-dose-only effect, or another doubt; inactive means no such curve, though single readings can be large; an effect the other way counts as inactive or inconclusive. This is a subset (hit frequency here may not be typical).
SMILES,Vif-A3G inh,D2 ag,LDHA inh,ALOX12 inh,RGS4 inh,Vif-A3F inh,D2 antagonist,ERG-DNA inh,GRP78 ERSR act
COc1ccc(C(=O)N/C(=C\c2cn(S(=O)(=O)N(C)C)c3ccccc23)C(=O)NCCCn2ccnc2)cc1,0.6%&-3.0%,0.2&0.4,-5.8&-0.7,1.9%&-13.9%,5.0%&-19.3%,3.0%&-1.1%,-5.8,-5.5%&6.8%,0.9%&-2.3%
O=C(NCc1cc(Cl)cc(Cl)c1)c1ccc2sc([C@@H]3O[C@H](CO)[C@H](O)[C@H](O)[C@H]3O)nc2c1,-5.2%,.,-9.3,29.2%,.,.,.,.,-3.3%
CCC(OC(=O)c1cccs1)C(=O)NC1CCCCC1 (configuration not stated),-0.6%,-0.4,1.2,0.0%,23.5%,4.7%,0.9,-1.1%,-5.2%
O=C(CCN1CCCCC1)Nc1cccc(Br)c1,0.5%,-0.2,-10.6,?,20.0%,3.1%,54.8*,-2.0%,-5.1%
CCCn1c(SC(C)C(=O)NCC2CCCO2)nc2sc3c(c2c1=O)CCC3 (configuration not stated),-0.8%,0.2,5.9,-19.3%,-1.4%,0.2%,-5.4,7.4%,-1.9%
COc1cc(NC(=O)Cn2ccn(-c3cc(C)cc(C)c3)c(=O)c2=O)cc(OC)c1,-4.3%,0.8,0.7,5.5%,2.6%,-0.9%,.,-0.7%,-0.5%
CCCC(C(=O)NCCC(C)C)N(Cc1ccc(OC)cc1)C(=O)c1snc(C(N)=O)c1N (configuration not stated),2.0%,-1.3,-1.5,29.2%,-5.7%,0.5%,-5.2,-2.5%,-4.8%
Fc1cccc(Cn2cc(C(=S)N3CCOCC3)c3ccccc32)c1,4.3%,-1.5,-12.6,-26.9%,-8.8%[11.4 µM],0.9%,8.9,13.7%,1.3%
COC(=O)C1=C(C)N(Cc2ccccc2)C(=O)N[C@H]1c1ccco1,1.2%,.,-4.4,-1.4%,1.0%,-0.4%,.,6.1%,-3.9%
Cc1cc(-c2ccccc2)nc2cc(C(=O)OC(C)C)nn12,-7.3%,0.3,-8.6,0.0%,3.6%,-2.0%,5.1,-3.9%,-1.7%
O=C(CCSCCc1ccccn1)Nc1ccc(Cc2ccncc2)cc1,1.3%,10.0,-9.4,-3.1%,2.3%,10.1%,8.2,5.8%,-0.6%
C[C@H](CO)N1C[C@H](C)[C@@H](CN(C)Cc2ccc(Cl)c(Cl)c2)Oc2c(NC(=O)CCC(F)(F)F)cccc2C1=O,-8.4%,.,-0.9,-28.8%,22.6%,-0.3%,.,-6.1%,-4.4%
NS(=O)(=O)c1ccc(CCNC(=O)COC(=O)/C=C/c2cc(Br)ccc2F)cc1,-3.6%,.,-0.2,-14.0%,-16.1%,-10.1%,.,16.5%,-2.8%
Cc1ccc(CNC(=O)C2CCCN(S(=O)(=O)c3cccc4nsnc34)C2)cc1 (configuration not stated),4.8%,0.0,2.4,-15.4%,3.6%,-12.4%,.,-12.3%,0.8%
O=C(CCc1ccc(S(=O)(=O)NCCc2ccccc2)cc1)NCc1ccco1,1.0%,0.0,-5.1,?,1.6%,0.0%,5.1,5.9%,4.8%
Cc1ccc(S(=O)(=O)NCCc2cc3ccc(C)cc3[nH]c2=O)cc1,6.8%,0.3,1.3,?,-6.3%,-8.5%,-19.7,10.4%,-3.5%
Cc1cc(C)c(C)c(OCC(=O)N2CCCCCC2)c1,-2.2%,0.1,-1.5,0.0%,4.0%[56.9 µM],3.2%,-4.1,0.5%,-5.7%
COc1ccc(/C=C/C(=O)NC(=S)NNC(=O)c2cc(OC)c(OC)c(OC)c2)cc1OC,-3.9%,0.1,-0.9,?,-15.8%,-4.4%,-10.3,26.0%,2.6%
COc1ccc(N2CCN(S(=O)(=O)CCNC(=O)CCCc3ccccc3)CC2)cc1,-3.2%,-0.1,-4.6,-16.2%,1.6%,13.6%,13.0,-9.1%,-3.2%
Cc1ccc(C(C(=O)NC2CCCCC2)N2CCC3(CC2)OCCO3)cc1 (configuration not stated),0.6%,0.7,-0.9,-23.5%,-8.5%,6.0%,-8.9,5.5%,5.0%
CSc1nc(N)nc2c1ncn2C1OC(CO)CC1O (configuration not stated),0.1%,.,-2.0,?,-20.0%,2.1%,.,-8.0%,-5.1%
COc1ccc(Cc2c(O)nc(SCC(=O)N3CCCCCC3)[nH]c2=O)cc1,1.9%,0.4,-0.9,7.7%,21.5%,-2.7%,-8.1,-6.2%,-2.6%
CCOC(=O)c1ccccc1NC(=O)c1cncc(Br)c1,0.1%,.,-11.2,-7.7%,15.6%,1.6%,.,4.8%,-2.1%
CCOC(=O)COc1ccc(CC)cc1C(=O)c1ccn2nc(-c3ccc(C)cc3)cc2n1,-26.9%,1.3,5.3,-15.0%,3.3%,-14.9%,.,0.7%,-6.3%
Cc1nn(CCN)c(C)c1Cl,-0.2%,1.5,-13.9,2.5%,16.7%,-9.7%,0.1,-4.8%,-4.9%
CN1CCN(c2nc3c(c(=O)n(C)c(=O)n3C)n2CC(=O)C23CC4CC(CC(C4)C2)C3)CC1,2.5%,-0.2,-7.4&5.9,3.7%&6.1%,7.6%,-1.3%,-19.8,-7.4%,-0.3%
Nc1ccn([C@@H]2O[C@H](C(=O)NCc3ccc4c(c3)OCO4)[C@@H](O)[C@H]2O)c(=O)n1,-2.7%,.,-1.2,-0.5%,.,.,.,.,-1.1%
CCOc1ccc(S(=O)(=O)NNC(=S)Nc2ccc(Br)cc2)cc1,-2.0%,-1.1,-4.1,?,-7.2%,2.8%,-6.2,-3.1%,-1.9%
CCn1c2ccccc2c2cc(CN3CCN(Cc4ccc(OC)c(OC)c4)CC3)ccc21,7.5%,0.6,-22.5,?,17.0%,-0.2%,.,-4.2%,-4.2%
Cc1ccc(S(=O)(=O)NC(CC(=O)NCC2CCCO2)c2ccco2)cc1 (configuration not stated),-3.1%,.,-3.8,77.8%[activator],-3.0%[11.4 µM],-4.6%,.,-2.6%,-4.8%
Cc1ccc(S(=O)(=O)Nc2cccc(C(=O)N3CCOCC3)c2)c(C)c1NS(C)(=O)=O,-4.0%,0.1,-5.0,6.9%,-10.5%,2.1%,2.6,0.5%,-3.4%
CCOC(=O)COc1cc([N+](=O)[O-])cc2cccnc12,2.5%,0.0,7.3,7.2%,8.9%,1.6%,20.1,-17.5%,-2.5%
O=C(Nc1nc2ccc(F)cc2s1)Oc1ccccc1,-1.6%,.,-3.7,-5.9%,16.8%,-2.8%,.,9.8%,-0.7%
CCSc1oc(-c2ccco2)nc1S(=O)(=O)c1ccc(F)cc1,2.0%,-0.5,-11.0&12.5,28.2µM*!,-38.0%,-5.4%,-7.4,-12.0%,-1.6%
COc1ccc(C(=O)Nc2ccc(-c3nc4ccccc4s3)c(Cl)c2)cc1Cl,-1.6%,1.1,1.3,-13.2%,9.8%,-30.5%,.,2.6%,-0.6%
O=C(CCCN1C(=O)C2CC=CCC2C1=O)Nc1ccccc1Cl (configuration not stated),0.8%,0.5,-8.1,0.0%,17.3%,3.7%,-4.2,-7.3%,4.4%
Cc1ccc(S(=O)(=O)N2CCN(Cc3ccc4c(c3)OCO4)CC2)cc1,-0.8%,-0.2,-0.2,-19.7%,-15.5%,-5.2%,.,5.1%,-1.9%
CCN(CCN1CCCC1)C(=O)c1cc(COc2ccccc2SC)on1,1.6%,-0.1,-4.5,24.4%,-13.2%,-5.4%,-10.2,4.3%,-6.5%
Cc1c(NC(=O)CSc2nnnn2C)c(=O)n(-c2ccccc2)n1C,0.2%,-0.5,-2.3,158.4%[activator],-2.0%,-13.9%,-0.9,-1.2%,-1.4%
CC(Sc1ccccn1)C(=O)Nc1ccc2c(c1)OCCO2 (configuration not stated),-4.5%,-1.8,5.9,188.3%[activator],-24.8%,0.2%,-50.8,-19.0%,-2.3%
O=S(=O)(c1cc(Cl)cc(Cl)c1)N1CCC2CC1c1cc(Cl)ccc12 (configuration not stated),-2.2%,.,0.9,2.4%,-3.3%,3.9%,.,-3.6%,-2.3%
Nc1cc(C(=O)O)ccc1N1CCCCCC1,-0.8%,0.8,3.6,3.4%,31.2%,-6.7%,-9.4,.,-3.1%
COc1cc2[nH]c(=O)n(Cc3ccc(C(=O)N4CCN(c5cc(Cl)ccc5C)CC4)cc3)c(=O)c2cc1OC,3.3%,0.4,-10.6,-7.4%,19.7%,0.2%,.,3.4%,-4.0%
CN(C)N=Nc1ccc2nc[nH]c2c1,-4.8%,-1.1,11.1,42.6%,?,-0.6%,4.8,-9.9%,-0.1%
Cc1ccc2c(c1)-c1c(cnc3cc(-c4ccccc4)nn13)CO2,0.6%,-0.1,-4.7,-13.5%,9.9%,-12.7%,.,2.6%,0.2%
O=C(NC(=S)Nc1ccc(S(=O)(=O)Nc2nccs2)cc1)c1cccc(F)c1,1.3%,-0.6,-4.6,-6.3%,-20.2%,7.0%,-3.6,5.7%,-2.5%
CN(C)CC(C)(C)CNCc1cc(=O)oc2ccc3ccccc3c12,0.2%,1.3,2.0,-1.7%,-11.4%,3.0%,-4.0,-1.3%,-4.4%
Cc1ccc(Oc2c(C(F)(F)F)oc3c(CN4CCC(C)CC4)c(O)ccc3c2=O)cc1,-1.9%,.,4.8,-27.6%,-10.2%,-0.6%,.,7.3%,-2.9%
